NCI-60 one-dose screen, 48 h, at 10 µM unless noted. Numbers give growth in % (100 = growth as untreated, 0 = no growth, -100 = all killed).
HT29: HT29 colon cancer. 7.4% of 81,000 active. AID 1794748
UO-31: UO-31 renal cancer. 5.2% of 81,000 active
SW-620: SW-620 colon cancer. AID 1794795. 5.2% of 82,000 active
SN12C: SN12C renal cancer cells | 3.8% of 81,000 active | AID 1794767
786-0: 786-0 renal cancer cells; 5.1% of 81,000 active; AID 1794775
HCC-2998: HCC-2998 colon cancer. 4.7% of 79,000 active
HCT-116: HCT-116 colon cancer; 7.3% of 82,000 active; AID 1794798
TK-10: TK-10 renal cancer cells; 3.9% of 81,000 active
HCT-15: HCT-15 colon cancer; AID 1794746; 5.2% of 82,000 active
* marks the source's active call; other numbers are inactive results; . = no result given; & = joins results of further samples; [ ] = another dose, or the depositor's remark. Rule for the calls: active = growth percent below 10; inactive = the rest.

SMILES	HT29	UO-31	SW-620	SN12C	786-0	HCC-2998	HCT-116	TK-10	HCT-15
O=C(Nc1nc2ccccc2s1)c1ccc(F)cc1	108	89	112	108	108	70	93	125	86
O=C(/C=C\c1cccc([N+](=O)[O-])c1)c1ccccc1	4.2*	-64*	-30*	97	13	11	-68*	68	21
Cc1cc(NS(=O)(=O)c2ccc(Nc3ccnc(SCC(=O)c4ccc(F)cc4)n3)cc2)no1	114	79	105	98	97	107	91	113	103
N#CC1=C(N)Oc2n[nH]c(-c3ccc(F)cc3)c2C1c1ccco1 (stereo not given)	100	75	95	100	101	101	94	109	91
CCC12OC(COc3ccccc3)CN1CCN2c1ccccc1 (stereo not given)	111[100 µM]	75[100 µM]	103[100 µM]	96[100 µM]	97[100 µM]	115[100 µM]	102[100 µM]	146[100 µM]	105[100 µM]
COc1ccc(-c2nc3ccccn3c2/C=C/C(=O)c2cc(OC)c(OC)c(OC)c2)cc1OC	17	17	15	31	25	16	10	43	22
O=C(NO)c1ccncc1	121&96	103&82	104&105	93&103	106&98	121&103	106&96	121&101	107&98
CCOC(=O)c1c(C)nc2c(c1N)CC(=O)N2Cc1ccc(OC)c(F)c1	96	98	100	92	101	100	80	99	102
CC(C)C=C(C(=O)O)C(=O)O	105	85	103	107	100	107	106	122	108
COc1ccc(Nc2n[nH]c(N)c2C(=O)Nc2ccc(C)cc2)c(OC)c1	89	69	87	80	97	75	93	121	76
COc1cccc(C2CC(c3ccc(Nc4nc(Nc5ccc(Cl)cc5)nc(Nc5ccc(Cl)cc5)n4)cc3)=NN2C(C)=O)c1 (stereo not given)	100	84	108	100	83	100	92	145	114
Nc1ccc(Nc2ccc(N)cc2)cc1	91	90	101	68	102	101	100	82	112
O=C1OCCN1c1ccccc1	105	95	101	110	106	101	110	109	95
O=c1oc2cc(O)ccc2cc1-c1c[nH]c2ccccc12	96	71	111	85	80	105	75	102	83
CC(=O)OCC1OC2OC(C)(C)OC2C1O (stereo not given)	104	85	111	108	98	99	99	99	104
Cn1cc(-c2nc(-c3c[nH]c4ncc(Br)cc34)cs2)c2cccnc21	86	56	80	72	57	69	54	53	51
CC(C)NC(=O)c1ccc(C(C)C)cc1	107	88	103	93	104	94	103	96	97
c1cnc2nc3c4ccccc4c4ccccc4c3nc2c1	68	39	81	82	105	90	86	105	75
Cc1nc(Nc2ccc(OCc3c(-c4ccccc4)no[n+]3[O-])cc2)c2c(C)nn(-c3ccccc3)c2n1	119	89	119	98	107	107	104	126	104
COC(=O)/C(CCC(Br)C(C)(C)[n+]1ccccc1)=C1\[C@@H](OC(C)=O)C[C@@]2(C)[C@H]1C[C@@H](O)[C@H]1[C@@]3(C)CCC(=O)[C@@H](C)[C@@H]3CC[C@@]12C (stereo not given in full)	106	79	103	98	104	109	103	123	108
CCCCCCCC/C=C\CCCCCCCC(=O)OCCCCCCCCCCCCCCCCCC	107&105	87&84	112&103	113&98	119&110	108&102	109&114	119&112	105&96
O=C1Nc2cc(Cl)ccc2/C1=C/c1cccc(OCc2ccccc2)c1	-44*	.	8.7*	-27*	-12*	-39*	3.3*	34	-25*
Cc1ccc(NC(=O)Cn2cc(COc3ncnc4c3cnn4-c3ccccc3)nn2)cc1C	99	87	99	85	95	105	96	111	96
COc1cc(C(c2cc(C(C)=O)n3cccc(Br)c23)c2cc(C(C)=O)n3cccc(Br)c23)cc(OC)c1OC	65	55	90	80	90	98	52	101	74
O=C(O)c1ccc(C2CCC(O)CC2)cc1 (stereo not given)	104	93	102	97	103	103	103	105	101
Continued:
SMILES	HT29	UO-31	SW-620	SN12C	786-0	HCC-2998	HCT-116	TK-10	HCT-15
COc1ccc(Nc2ncc(Br)c(NCCCNC(=O)C3CCCC3)n2)cc1	48	-31*	41	22	36	70	24	23	37
Cc1cccc([N+](=O)[O-])c1N	103	93	107	98	101	.	103	.	100
CCCCCCCCCCCCc1ccc(C(=O)/C=C/C(=O)O)cc1	28	85	-23*	.	-3.5*	76	-61*	69	-19*
COc1ccc(/C=c2\c(=O)n(-c3ccccc3)c3nnc(N4NC5=C(CCc6ccccc65)C4c4ccc(Cl)cc4)n23)cc1 (stereo not given)	96	52	71	88	95	98	72	129	82
O=Cc1cn(S(=O)(=O)c2cccc3ccccc23)c2ccccc12	116	57	93	91	105	118	99	107	89
COC1CC(C)C(OC)c2cc(O)cc(c2O)NC(=O)/C(C)=C/C=C\C(C)C(OC(N)=O)/C(C)=C\C(C)C1OC (stereo not given)	5.9*	-71*	2.7*	30	31	-12*	-93*	68	5.8*
O=S(=O)(NCCNc1nccc(-c2c(-c3ccc(F)c(O)c3)nc3sccn23)n1)c1ccccc1	65	50	70	64	113	95	34	138	92
Cn1cnc([N+](=O)[O-])c1N1c2ccncc2Sc2ccncc21	137	.	95	113	110	114	96	132	99
CC1(C)SC2C(NC(=O)Cc3ccccc3)C(=O)N2C1C(=O)O (stereo not given)	108&105	89&82	109&103	112&100	107&99	106&112	111&100	108&90	106&104
Cc1cc(C)c2c(Nc3ncnc4c3sc3ncccc34)n[nH]c2n1	108	92	110	103	102	107	93	104	99
CN(Cc1ccccc1)c1ccc(SC#N)cc1	52	38	85	103	79	90	39	96	72
COc1ccccc1NC(=O)c1nc(-c2cc(OC)c(OC)c(OC)c2)n(-c2ccc(F)c(F)c2)n1	81	60	96	83	82	102	79	95	64
N#Cc1nc(-c2ccccc2)oc1S(=O)(=O)N1CCN(c2ccc(F)cc2)CC1	46	80	33	79	65	94	53	44	25
CC[C@@H](C)/C=C(C)/C=C/C(O)=C1\C(=O)N[C@@H]([C@H](O)c2ccc(OC(=O)[C@@]34CC[C@@](C)(C(=O)O3)C4(C)C)cc2)C1=O	111	83	117	103	94	110	103	99	103
COc1ccc(-c2nnc(COc3ccccc3Cl)o2)cc1	97	94	105	97	99	100	95	103	97
COc1cccc(COc2ccc(Nc3ncnc4onc(-c5ccccc5)c34)cc2)c1	95	85	91	91	98	108	94	119	92
C(=C\c1nnc(-c2cc(-c3ccccc3)n[nH]2)o1)/c1ccc2c(c1)OCO2	108	81	112	106	118	103	111	114	104
CO[C@@]1(NC(=O)C2SC(=C(C(N)=O)C(=O)O)S2)C(=O)N2C(C(=O)O)=C(CSc3nnnn3C)CSC21 (stereo not given in full)	105	85	104	103	104	109	104	118	111
CC(C)CN1C(=O)[C@@]2(Oc3ccccc3[C@H]3CC(c4ccc(Br)cc4)=NN32)c2ccccc21	82	49	86	71	76	88	56	121	40
CC(C)CCn1c(=O)c2c(ncn2C)n(C)c1=O	100	90	102	103	92	101	92	93	101
C/C(=C\C(=O)c1ccccc1)c1ccccc1	97	97	111	97	94	108	98	101	101
C=C(C)[C@@H]1CC2Cc3c(C)cc(C)cc3N1O2 (stereo not given in full)	.	93	101	92	101	105	105	94	108
CC(C)(C)CC(C)(C)Nc1c(-c2c(O)c3ccccc3oc2=O)nc2sccn12	97	84	97	94	109	98	98	91	100
COc1ccc2c(c1)C(=O)c1c-2c(OCCN2CCCCC2)nc2ccc(OC)cc12	1.8*	-6.1*	8.1*	20	18	40	7.1*	41	26
O=C(O)C1=C(C(=O)O)C2CCC1C2	104	92	111	106	104	107	103	100	101
New compounds follow:
SMILES	HT29	UO-31	SW-620	SN12C	786-0	HCC-2998	HCT-116	TK-10	HCT-15
COc1ccc(-c2ccc3c4c(cccc24)C(=O)N(N2C(=O)c4cccc5cccc(c45)C2=O)C3=O)cc1	99	69	96	105	99	114	97	134	99
Cc1ccc(C(=O)C[n+]2ccn(CC(=O)Nc3cccc4cccnc34)c2)cc1	81	82	94	89	.	86	85	104	102
C=C(C)[C@@H]1CC[C@]2(C(=O)NC(C)=O)CC[C@]3(C)[C@H](CC[C@@H]4[C@@](C)(CCCNC(C)=O)[C@H](C(=C)C)CC[C@]43C)[C@@H]12	88	35	86	71	93	86	66	95	70
O=[N+]([O-])c1ccc(C=C2C(Cl)=C(Cl)C(Cl)=C2Cl)cc1	31	-20*	-60*	52	20	.	-11*	28	31
COc1cc(-c2nc(SCCC(C)C)nc(NC(C)(C)C)c2C#N)cc(OC)c1OC	88	74	108	95	99	113	93	122	99
O=C(c1ccccc1)N(O)c1ccccc1	102	88	101	114	107	107	101	114	107
Nc1nc(CSc2n[nH]c(N)n2)nc(Nc2ccccc2F)n1	112	88	97	103	94	103	100	106	105
NC(=O)NNC(=O)NNC(N)=O	106	97	106	96	106	.	94	.	95
O=C(O)CCCC(=O)c1ccccc1	104	85	101	103	109	105	99	.	92
NC(=S)N/N=C\c1nccc2c(N)cccc12	38	-8.4*	37	8.7*	14	44	19	48	30
S=C1SCN(Cc2cccs2)CN1Cc1cccs1	97	89	82	99	102	116	99	91	97
CC1(C)C(=O)/C(=C\c2ccc(C(F)(F)F)cc2)C[C@]2(C)[C@H]3CC[C@@H]4[C@H]5[C@H](C(=O)/C=C/c6ccc(C(F)(F)F)cc6)CC[C@]5(C(=O)O)CC[C@@]4(C)[C@]3(C)CC[C@@H]12	73	67	73	61	84	89	37	135	50
COc1ccc(S(=O)(=O)NCCNc2nccc(-c3cn(-c4ccccc4)nc3-c3ccc(Cl)c(OC)c3)n2)cc1	108	106	139	93	97	127	85	98	92
CN(C)CCCNC(=O)c1cncnc1Nc1ccc2c(ccn2Cc2cccc(F)c2)c1	39	72	88	85	80	98	66	103	63
C=CCOC(=O)C1=C(C)NC2=C(C(=O)CC(C)(C)C2)C1c1cccc(O)c1 (stereo not given)	102	78	98	96	98	106	104	95	102
NC(=S)n1cccn1	109	92	105	98	94	103	91	105	106
Cn1cc(-c2nn3cc(-c4ccncc4)nc3s2)c2cc(F)ccc21	69	55	69	89	90	91	46	155	39
CN(C)c1cccc2c(S(=O)(=O)Nc3cccc(-c4csc(NC(=O)CCCCCN5CCN(c6cccc7c6C(=O)N(C6CCC(=O)NC6=O)C7=O)CC5)n4)c3)cccc12 (stereo not given)	113	93	111	106	92	120	98	118	92
Cc1ccc2nc3[nH]c(=O)[nH]c(=O)c3c(N)c2c1	83	55	98	73	79	96	81	78	84
CCCNc1nc2ccccc2c2c(=O)c3cc(Cl)ccc3sc12	55	39	89	76	14	74	43	33	82
COc1cc(C2CC(c3ccc(F)cc3)=NN2C=O)ccc1OCc1cc(OC)c(OC)c(OC)c1 (stereo not given)	92	70	96	81	100	100	80	107	87
CC(=O)N[C@H](C(=O)N[C@@H](CCCNC(=N)N)C(=O)N[C@@H](CCCCN)C(=O)N[C@@H](CCCNC(=N)N)C(=O)NC(C(=O)N[C@@H](CC(C)C)C(=O)N[C@@H](CCCNC(=N)N)C(=O)N[C@@]1(C)CCC/C=C\CCC[C@@](C)(C(=O)N[C@@H](CCCNC(=N)N)C(=O)N[C@@H](CCC(=O)O)C(=O)N[C@@H](CC(C)C)C(=O)N[C@H](C(=O)N[C@@H](CCC(=O)O)C(N)=O)C(C)C)NC(=O)[C@H](CCC(N)=O)NC(=O)[C@H](CC(C)C)NC(=O)[C@H](CC(C)C)NC1=O)[C@@H](C)O)C(C)C (stereo not given in full)	27	79	22	-52*	-86*	51	19	-37*	16
O=C1C(Cl)=C(Cl)C(=O)c2cc(Cl)c(Cl)cc21	104	87	113	96	105	104	96	151	97
COc1ccc(-n2nc(C(=O)NN)cc2-c2ccc(Br)cc2)cc1	105	66	88	96	94	86	88	121	93
CN(C)c1ccc(-c2nc(N3CCOCC3)c3c4c(sc3n2)CCCC4)cc1	98	67	97	91	115	124	97	149	84

Overlap with the part before: 4 entries, then new ones.
SMILES	HT29	UO-31	SW-620	SN12C	786-0	HCC-2998	HCT-116	TK-10	HCT-15
CC(=O)N[C@H](C(=O)N[C@@H](CCCNC(=N)N)C(=O)N[C@@H](CCCCN)C(=O)N[C@@H](CCCNC(=N)N)C(=O)NC(C(=O)N[C@@H](CC(C)C)C(=O)N[C@@H](CCCNC(=N)N)C(=O)N[C@@]1(C)CCC/C=C\CCC[C@@](C)(C(=O)N[C@@H](CCCNC(=N)N)C(=O)N[C@@H](CCC(=O)O)C(=O)N[C@@H](CC(C)C)C(=O)N[C@H](C(=O)N[C@@H](CCC(=O)O)C(N)=O)C(C)C)NC(=O)[C@H](CCC(N)=O)NC(=O)[C@H](CC(C)C)NC(=O)[C@H](CC(C)C)NC1=O)[C@@H](C)O)C(C)C (stereo not given in full)	27	79	22	-52*	-86*	51	19	-37*	16
O=C1C(Cl)=C(Cl)C(=O)c2cc(Cl)c(Cl)cc21	104	87	113	96	105	104	96	151	97
COc1ccc(-n2nc(C(=O)NN)cc2-c2ccc(Br)cc2)cc1	105	66	88	96	94	86	88	121	93
CN(C)c1ccc(-c2nc(N3CCOCC3)c3c4c(sc3n2)CCCC4)cc1	98	67	97	91	115	124	97	149	84
CC(=O)Oc1cccc2c1C(=O)c1c(OC(C)=O)cc(C(=O)O)cc1C2=O	113	84	102	98	96	109	104	109	112
CN1C(=O)C(=Cc2cn(Cc3cn(Cc4cccc5ccccc45)nn3)c3ccccc23)C(=O)N(C)C1=S	120	62	87	89	103	88	95	100	86
CCOC(=O)[C@@]12CCCC=C1N1c3ccccc3-c3ccnn3[C@H]1CC2	107	65	100	93	103	103	42	117	97
C[C@H]1OC(n2cc(F)c(=O)[nH]c2=O)C(O)[C@@H]1O (stereo not given in full)	78	74	99	85	87	46	82	73	91
C[C@@H](Nc1c(C#N)cnc2ccc(-c3cnc(N)nc3)cc12)c1ccccc1	19	4.7*	15	12	14	32	5.6*	.	9.8*
CCSc1oc(C)nc1[P+](c1ccccc1)(c1ccccc1)c1ccccc1	17	82	33	28	57	29	14	48	92
COc1cc(C2CC(c3ccccc3Cl)=NN2c2ccc(-c3ccccc3)nn2)ccc1F (stereo not given)	82	51	90	98	95	102	80	151	99
COC(=O)[C@H](CC(C)C)NC(=O)NC(=O)NC(=O)CI	-43*	-76*	-52*	76	-73*	92	50	72	-36*

Assay outcomes deposited in PubChem BioAssay by NCI.
